Screens (PubChem)
PfHsp40 yeast: compounds rescuing yeast from Plasmodium falciparum HSP40 toxicity | AID 504582 | S. cerevisiae expressing PfHsp40, growth rescue, ATP luminescence | growth rescue, % at 12.5 µM | hit rate 0.68% among 340,000; in the data active = growth rescue above about 28%, passing the limit was not always enough; inconclusive = no clear call, values can overlap the other calls;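 note: yeast W303a lacking pdr1 and pdr3 grown in galactose medium; growth measured after three days at 30 °C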
FadD28 binding: blocks FadD28 binding to the bisubstrate probe; fluorescence polarization; inhibition, % at 12.5 µM; hit rate 0.22% among 360,000; AID 588549; in the data active = inhibition above about 8.5%, passing the limit was not always enough; inconclusive = no clear call, values can overlap the other calls
TcdB inh: blocks C. difficile toxin B glycohydrolase activity | P18177 | inhibition, % at 9.99 µM | TcdB glycohydrolase enzymatic assay, plate reader | hit rate 0.24% among 350,000; in the data active = inhibition above about 10%
Target sequence (P18177 whole entry, looked up): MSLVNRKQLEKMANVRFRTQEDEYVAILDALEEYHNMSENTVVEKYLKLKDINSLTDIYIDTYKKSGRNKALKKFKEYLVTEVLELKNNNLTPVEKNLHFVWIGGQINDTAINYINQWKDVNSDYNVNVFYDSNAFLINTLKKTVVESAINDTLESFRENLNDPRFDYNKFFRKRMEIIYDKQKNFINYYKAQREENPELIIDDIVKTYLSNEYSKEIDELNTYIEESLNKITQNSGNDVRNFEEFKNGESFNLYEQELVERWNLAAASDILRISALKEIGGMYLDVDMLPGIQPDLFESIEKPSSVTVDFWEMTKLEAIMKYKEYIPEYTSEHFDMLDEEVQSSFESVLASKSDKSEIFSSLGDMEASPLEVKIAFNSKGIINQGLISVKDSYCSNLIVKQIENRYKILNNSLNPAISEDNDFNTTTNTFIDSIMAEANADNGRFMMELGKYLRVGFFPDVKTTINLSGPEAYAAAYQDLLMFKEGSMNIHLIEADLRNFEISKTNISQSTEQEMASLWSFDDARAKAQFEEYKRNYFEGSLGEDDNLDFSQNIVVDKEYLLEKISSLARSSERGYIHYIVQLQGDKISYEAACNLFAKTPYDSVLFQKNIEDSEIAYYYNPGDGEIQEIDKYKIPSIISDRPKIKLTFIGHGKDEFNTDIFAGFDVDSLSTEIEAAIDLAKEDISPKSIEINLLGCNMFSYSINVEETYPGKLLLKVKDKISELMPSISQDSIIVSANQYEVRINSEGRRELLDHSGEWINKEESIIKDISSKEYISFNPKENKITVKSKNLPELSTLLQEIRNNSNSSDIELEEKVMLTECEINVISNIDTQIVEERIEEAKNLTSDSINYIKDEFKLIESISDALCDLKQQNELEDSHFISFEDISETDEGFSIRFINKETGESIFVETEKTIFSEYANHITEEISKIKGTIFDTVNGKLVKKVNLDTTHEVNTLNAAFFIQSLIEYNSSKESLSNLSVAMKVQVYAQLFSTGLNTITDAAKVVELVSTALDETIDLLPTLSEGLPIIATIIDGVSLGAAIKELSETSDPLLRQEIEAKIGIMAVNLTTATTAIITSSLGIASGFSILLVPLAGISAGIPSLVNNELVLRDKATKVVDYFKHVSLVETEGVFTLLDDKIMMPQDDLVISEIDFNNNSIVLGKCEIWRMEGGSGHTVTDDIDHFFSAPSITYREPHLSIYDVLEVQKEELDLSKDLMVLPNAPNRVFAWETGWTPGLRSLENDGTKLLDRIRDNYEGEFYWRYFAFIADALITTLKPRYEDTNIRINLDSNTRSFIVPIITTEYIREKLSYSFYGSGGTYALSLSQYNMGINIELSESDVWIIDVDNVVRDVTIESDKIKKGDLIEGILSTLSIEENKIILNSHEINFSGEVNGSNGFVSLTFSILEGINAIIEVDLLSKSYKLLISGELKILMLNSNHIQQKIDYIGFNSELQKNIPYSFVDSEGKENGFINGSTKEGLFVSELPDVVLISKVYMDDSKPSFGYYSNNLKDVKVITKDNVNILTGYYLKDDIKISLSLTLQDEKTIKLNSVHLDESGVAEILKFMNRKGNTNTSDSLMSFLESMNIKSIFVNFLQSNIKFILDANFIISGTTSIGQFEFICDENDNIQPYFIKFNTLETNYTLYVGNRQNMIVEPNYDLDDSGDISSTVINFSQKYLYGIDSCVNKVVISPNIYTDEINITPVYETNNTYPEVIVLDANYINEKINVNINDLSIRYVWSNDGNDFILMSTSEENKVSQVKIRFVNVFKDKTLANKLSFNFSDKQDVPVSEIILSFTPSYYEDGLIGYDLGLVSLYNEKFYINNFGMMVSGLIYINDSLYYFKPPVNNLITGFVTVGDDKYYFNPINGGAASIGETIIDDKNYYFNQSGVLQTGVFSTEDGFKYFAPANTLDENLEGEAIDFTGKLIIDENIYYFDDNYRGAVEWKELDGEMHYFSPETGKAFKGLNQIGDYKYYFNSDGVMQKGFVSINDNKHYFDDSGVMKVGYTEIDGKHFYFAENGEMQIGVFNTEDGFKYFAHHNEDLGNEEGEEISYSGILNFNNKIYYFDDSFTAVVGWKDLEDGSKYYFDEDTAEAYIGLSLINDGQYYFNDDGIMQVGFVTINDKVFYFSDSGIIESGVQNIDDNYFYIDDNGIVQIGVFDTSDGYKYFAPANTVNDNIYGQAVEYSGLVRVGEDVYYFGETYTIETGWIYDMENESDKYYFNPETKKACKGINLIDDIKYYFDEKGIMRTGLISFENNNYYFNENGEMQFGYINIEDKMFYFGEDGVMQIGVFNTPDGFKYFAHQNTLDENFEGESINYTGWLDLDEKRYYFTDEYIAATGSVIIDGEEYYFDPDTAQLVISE
Anthrax LF prot: anthrax lethal factor protease inhibition. hit rate 0.12% among 360,000. P15917. inhibition, % at 10 µM. multiplex microsphere protease cleavage assay, LF; note: plate controls were buffer without enzyme for full effect and enzyme alone for no effect
Y pestis TopoI: Y. pestis Topo-I inhibition via cleavage products; Y. pestis Topo-I cleavage product accumulation, plate reader; activity, % at 10 µM; hit rate 0.064% among 360,000; AID 504884; in the data active = activity above about 50%, passing the limit was not always enough; inconclusive = no clear call, values can overlap the other calls; note: inactives centre near 2
BoNT A protease: blocks Botulinum neurotoxin A light chain protease; inhibition, % at 10 µM; hit rate 0.17% among 360,000; multiplex microsphere protease substrate cleavage, flow cytometry; note: plate controls were buffer without enzyme for full effect and enzyme alone for no effect
CCHFV vOTU inh: CCHFV vOTU protease inhibition | Pep-AMC fluorescence | inhibition, % at 11.5 µM | hit rate 0.55% among 370,000; in the data active = inhibition above about 30%; note: 0% = vehicle wells with enzyme and 100% = no enzyme wells
PrPC surface inh: cell surface PrPC inhibition, primary TR-FRET screen | TR-FRET read-out | P04156 | hit rate 0.43% among 370,000 | inhibition, % at 13.8 µM; in the data active = inhibition above about 24%; note: 0% = median of the test wells and 100% = reference compound wells
BoNT F protease: blocks Botulinum neurotoxin F light chain protease. inhibition, % at 10 µM. Multiplex microsphere protease cleavage assay, flow cytometry. hit rate 0.22% among 360,000; in the data active = inhibition above about 35%, passing the limit was not always enough; inconclusive = no clear call, values can overlap the other calls; note: plate controls were buffer without enzyme for full effect and enzyme alone for no effect
* hit, by the source's call; u = inconclusive; x = not tested or not shown; & = joins results of further samples. Cut-off read from the data, not from the text of the source, unless noted: active = inhibition above about 30%; inconclusive = no clear call, values can overlap the other calls; inactive = below that. Random draw from the library; overall some 2.3% were active at least once.

entry	Compound	FadD28 binding	PrPC surface inh	Anthrax LF prot	TcdB inh	BoNT F protease
1	O=C(NCC(c1ccco1)N1CCc2ccccc2C1)c1ccc(Br)cc1 (configuration not stated)	-2.2	-5	-6	4.5	-4
2	Cc1ccccc1N(CC(=O)N/N=C/c1ccc(N(C)C)cc1)C(=O)c1ccccc1	-0.6	2	-3	x	-13
3	CCCCn1c(=O)n(CC(=O)Nc2ccc(C)c(Cl)c2)c(=O)c2c1ncn2Cc1ccco1	-0.4	3	-1	x	12
4	CCSc1nnc(NC(=O)CCC2CCCCC2)s1	-1.8	-5	1	-1.6	-4
5	CN(C)/C=C(\C#N)C(=O)c1cccc(Oc2ccc(Br)cc2)c1	-5.9	2	-2	x	-6
6	Cc1ccccc1OCCCCCn1ccnc1	-1.5	11	0	x	-4
7	C[C@H]1CN([C@@H](C)CO)C(=O)CCCn2cc(nn2)CO[C@@H]1CN(C)C(=O)Nc1ccc(C(C)(C)C)cc1	-0.6	8	8	0.3&1.6	1
8	O=[N+]([O-])c1ccc(-c2nc(Nc3cccc(O)c3)c3ccccc3n2)cc1	-3.0	-34	1	1.7	19
9	Cc1ccc2c(O)c(Cc3ccccc3)c(=O)[nH]c2n1	0.6	8	-8	2.1	u
10	CC1(C2CC(C(F)(F)F)n3nc(C(=O)O)cc3N2)CC1 (configuration not stated)	-1.1	-2	9	0.0	-3
11	Cc1ccc(S(=O)(=O)NCCNC(=O)CN2CCCC2)cc1	-1.5	2	0	x	18
12	Cc1cc(C)n(CC(=O)c2cccc([N+](=O)[O-])c2)n1	-4.6	-18	-3	-1.0	0

entry	BoNT A protease	CCHFV vOTU inh	Y pestis TopoI	PfHsp40 yeast
1	-1.7	6	30	3.5
2	0.1	-3	22	1.3
3	0.1	9	21	-0.1
4	0.4	3	-4	-1.2
5	-0.3	16	-4	1.6
6	-1.9	2	14	1.1
7	-0.1	0	1	x
8	0.7	14	-43	0.0
9	0.9	2	-3	-1.4
10	-0.7	10	3	0.4
11	-0.7	-8	7	-0.6
12	-0.1	3	3	-0.4

Further entries.
entry	Compound	FadD28 binding	PrPC surface inh	Anthrax LF prot	TcdB inh	BoNT F protease
13	CCCn1c(SCC(=O)c2cc(OC)ccc2OC)nc2c1c(=O)n(C)c(=O)n2C	-2.4	2	-1	x	-2
14	C/C(=N/NC(=O)NC12CC3CC(CC(C3)C1)C2)c1ccccc1	-1.0	6	-1	-0.2	-11
15	COc1ccc(/C=N/NC(=O)c2ccccc2)cc1CN1CCN(c2ccc(F)cc2)CC1	-3.1	-5	1	x	-6
16	CC(=O)Nc1ccc(NC(=O)CSc2cn(CC(=O)N3CCOCC3)c3ccccc23)cc1	0.0	4	-2	0.0	-3
17	C/C(=N\OC(=O)c1ccc(F)cc1)c1sc(-c2ccc(Cl)cc2)nc1C	-2.4	-5	2	0.4	2
18	CC1CCCN(S(=O)(=O)c2ccc(C(=O)Nc3sc4c(c3C(N)=O)CCN(C)C4)cc2)C1 (configuration not stated)	-1.8	-3	u	-0.5	x
19	Cc1cccc2[nH]c(CN(C)Cc3nc(CC4CC4)no3)nc12	0.8	-10	-7	0.2	-5
20	O=C1[C@H](Cc2ccccc2)NCCCC[C@H](c2ccc(Cl)cc2)N1Cc1ccc(Cl)cc1	-2.0	6	4	-0.7	-12
21	OCc1ccccc1-c1ccc2nncn2c1	-1.7	-1	-8	0.0	-4
22	O=C(NCCCn1ccnc1)c1sc2cccc(F)c2c1Cl	-3.1	2	5	x	4
23	COc1ccc(C2=NOC(C(=O)Nc3cccc(O)c3)C2)cc1 (configuration not stated)	-1.3	2	-1	-1.4	-7
24	CCN1CCN(Cc2ccc(OCc3ccccc3)c(OC)c2)CC1	-4.1	-10	-3	x	-10

entry	BoNT A protease	CCHFV vOTU inh	Y pestis TopoI	PfHsp40 yeast
13	-1.7	3	0	-0.4
14	-1.0	-16	9	-3.1
15	1.0	4	0	-1.0
16	-3.5	2	9	0.0
17	0.4	4	0	-1.0
18	u	4	10	1.0
19	-0.6	6	6	1.6
20	-0.3	-1	19	4.9
21	-0.1	-8	3	x
22	4.9	10	-6	-1.5
23	-1.1	11	8	1.1
24	-0.8	-17	-4	-1.0

New compounds follow.
entry	Compound	FadD28 binding	PrPC surface inh	Anthrax LF prot	TcdB inh	BoNT F protease
25	O=C(OCc1nc2ccccc2s1)c1ccc(Br)o1	-0.7	1	-2	-1.3	-5
26	CCC(=O)N1CCCC(C)(C(=O)Nc2ccc(OC(F)F)cc2)C1 (configuration not stated)	0.9	-1	5	-8.6	10
27	COc1ccc(C(=O)N(c2ccccc2)C2C=CS(=O)(=O)C2)cc1 (configuration not stated)	-1.2	0	6	-0.9	-9
28	COC(=O)C1CCN(C(=O)c2ccc(SC)cc2OC)CC1	-1.8	-1	0	x	-3
29	COc1ccc(NC(=O)c2ccccc2NC(=O)CN2CCCCCC2)cc1	0.4	6	2	-1.0	-4
30	Cc1ccc(NC(=O)c2ccc(Cl)cc2[N+](=O)[O-])nc1	-2.1	-11	-1	-0.1	0
31	CN1CCN(C(=O)c2ccc(S(=O)(=O)N(C)c3ccccc3)cc2)CC1	-1.4	-8	-7	0.7	4
32	CCN(CC(=O)N1CCOCC1)S(=O)(=O)c1ccc(Cl)cc1	-3.0	7	2	-1.3	10
33	CCc1nn(CC(=O)NCCCN2CCCC2=O)c(=O)c2cc3sccc3n12	-0.5	-7	-8	-0.1	-13
34	Cc1ccc2cc(C#N)c(N3CCCN(C(=O)C4CCCO4)CC3)nc2c1 (configuration not stated)	1.2	-5	4	x	-2
35	CCOc1ccc(CCNC(=O)c2ccc(OCc3c(C)noc3C)cc2)cc1OCC	-3.0	2	-1	1.2	-1
36	CCOC(=O)c1ccc2nc(Nc3nc4ccc(F)cc4s3)sc2c1	-3.6	0	1	0.3	2

entry	BoNT A protease	CCHFV vOTU inh	Y pestis TopoI	PfHsp40 yeast
25	0.0	1	8	4.1
26	0.4	31*	-8	x
27	-0.5	-12	0	-2.0
28	u	-10	0	-0.3
29	0.9	-1	5	0.1
30	-0.7	-12	-2	-0.6
31	-0.2	-2	1	x
32	3.9	-20	-3	5.0
33	-1.4	-2	10	-0.9
34	5.8	-3	17	-1.3
35	-1.2	-5	21	-0.4
36	0.5	-16	-1	-0.7

Carrying on.
entry	Compound	FadD28 binding	PrPC surface inh	Anthrax LF prot	TcdB inh	BoNT F protease
37	COc1ccc(OC)c(S(=O)(=O)NCc2cn3ccsc3n2)c1	-2.3	-4	-2	-0.1	3
38	O=C(Cn1nc(C(F)(F)F)c2c1CCCC2)N1CCOCC1	-12	-7	0	1.9	0
39	O=C(NC1CCCCC1)c1cccc(S(=O)(=O)N2CCOCC2)c1	-4.2	0	3	x	10
40	Cn1c(SCc2cccc(Br)c2)nnc1-c1ccccn1	-2.5	-2	13	3.0	u
41	CCOC(=O)CSc1nc2c(sc(=S)n2Cc2ccco2)c(=O)n1-c1ccc(F)cc1	-2.1	8	-5	x	-5
42	NC1=NC[C@@H](Cc2ccc(O)cc2)N1CCCCC1CCCCC1	-8.4	-2	0	2.1	-14
43	CCCCCCCCC(c1nc2ccccc2[nH]1)N1CCN=C1c1cc2ccccc2[nH]1 (configuration not stated)	-14	-7	-9	-1.5	-70
44	Cc1cccc(N(CC(=O)N=Nc2c(O)[nH]c3ccccc23)S(C)(=O)=O)c1C	-2.6	-16	-1	x	1
45	c1ccc(-c2cc(CSc3nc4ccccc4[nH]3)on2)cc1	-7.1	15	-4	x	-56
46	CNC(=S)Nc1sc2c(c1C(=O)OC)CCC2	-2.5	11	-2	0.9	-7
47	O=C(Cn1cnc2ccccc2c1=O)NCCC(=O)N1CCN(c2ccccc2)CC1	-3.1	-2	-5	x	2
48	CC1CCCC(NC(=O)COC(=O)c2cc(=O)[nH]c3ccccc23)C1C (configuration not stated)	0.5	6	-7	5.5	-10

entry	BoNT A protease	CCHFV vOTU inh	Y pestis TopoI	PfHsp40 yeast
37	-0.2	8	-4	0.2
38	-0.6	19	-9	-0.9
39	0.3	9	9	-0.7
40	-0.8	-6	4	0.6
41	u	5	3	2.4
42	-0.3	6	-2	-1.6
43	-4.4	7	x	x
44	-0.2	15	-5	0.6
45	-3.8	0	-2	0.1
46	-0.9	-3	-14	2.2
47	u	-3	-10	-1.0
48	-1.0	20	13	-1.1

Further entries
entry	Compound	FadD28 binding	PrPC surface inh	Anthrax LF prot	TcdB inh	BoNT F protease
49	COC(=O)CSc1nnc(-c2ccc(S(=O)(=O)NCc3ccccc3Cl)cc2)o1	1.6	2	0	x	1
50	CCc1noc(C)c1C(=O)OCC(=O)Nc1nc(-c2ccc(F)c(F)c2)cs1	-1.8	-7	-14	1.4	-8
51	O=C(CCC1CCCN(C(=O)c2ccc3c(c2)OCO3)C1)NCc1ccc(F)c(F)c1 (configuration not stated)	-1.4	9	2	0.9	-6
52	Cc1c(Cl)cccc1NC(=S)Nc1ccc2[nH]c(=O)[nH]c2c1	-2.9	-4	1	3.6	-7
53	Cc1nn(Cc2ccc(F)cc2)c(Cl)c1/C=N/NC(=O)c1cccnc1	-3.4	6	0	1.9	-3
54	O=C(CN1CC(=O)Oc2ccccc21)OCC(=O)c1ccc(F)cc1	-4.7	-5	-2	-0.8	2
55	Cc1cc(=O)[nH]c(SCC(=O)N(CCC#N)c2ccccc2)c1C#N	-1.7	0	-6	3.2	-4
56	CCN(CC(=O)Nc1c(F)cccc1F)C(=O)c1ccc2c(c1)S(=O)(=O)N=C1CCCCCN12	-2.9	-5	2	0.9	u

entry	BoNT A protease	CCHFV vOTU inh	Y pestis TopoI	PfHsp40 yeast
49	1.0	18	-5	0.4
50	-0.7	11	-3	0.6
51	-0.4	3	7	0.3
52	-0.6	15	-7	0.7
53	-0.2	0	-3	0.9
54	0.5	3	4	-0.8
55	0.2	-1	-2	0.2
56	1.7	-4	-11	2.0

Exported with tabs: five of the compounds above
nr	structure	FadD28 binding	PrPC surface inh	Anthrax LF prot	TcdB inh	BoNT F protease	BoNT A protease	CCHFV vOTU inh	Y pestis TopoI	PfHsp40 yeast
52	Cc1c(Cl)cccc1NC(=S)Nc1ccc2[nH]c(=O)[nH]c2c1	-2.9	-4	1	3.6	-7	-0.6	15	-7	0.7
49	COC(=O)CSc1nnc(-c2ccc(S(=O)(=O)NCc3ccccc3Cl)cc2)o1	1.6	2	0	x	1	1.0	18	-5	0.4
53	Cc1nn(Cc2ccc(F)cc2)c(Cl)c1/C=N/NC(=O)c1cccnc1	-3.4	6	0	1.9	-3	-0.2	0	-3	0.9
54	O=C(CN1CC(=O)Oc2ccccc21)OCC(=O)c1ccc(F)cc1	-4.7	-5	-2	-0.8	2	0.5	3	4	-0.8
55	Cc1cc(=O)[nH]c(SCC(=O)N(CCC#N)c2ccccc2)c1C#N	-1.7	0	-6	3.2	-4	0.2	-1	-2	0.2
